FadD28 binding – blocks FadD28 binding to the bisubstrate probe | fluorescence polarization | inhibition, % at 12.5 µM | 360,000 tested, 0.22% active | AID 588549; in the data active = inhibition above about 8.5%, passing the limit was not always enough; inconclusive = no clear call, values can overlap the other calls
BoNT-F LC inh – inhibitors of Botulinum neurotoxin F light chain protease | inhibition, % at 10 µM | 360,000 tested, 0.22% active | AID 588497 | Multiplex microsphere protease cleavage assay, flow cytometry; in the data active = inhibition above about 35%, passing the limit was not always enough; inconclusive = no clear call, values can overlap the other calls; note: plate controls were buffer without enzyme for full effect and enzyme alone for no effect
BoNT A protease – inhibitors of Botulinum neurotoxin A light chain protease; 360,000 tested, 0.17% active; AID 588499; multiplex microsphere protease substrate cleavage, flow cytometry; inhibition, % at 10 µM; note: plate controls were buffer without enzyme for full effect and enzyme alone for no effect
Mtb FBA inh – inhibits M. tuberculosis FBA enzyme; AID 588726; 360,000 tested, 2.3% active; P9WQA3; purified M. tuberculosis FBA, fluorescence read-out; inhibition, % at 1 µM; in the data active = inhibition above about 27%;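 note: 0% = vehicle and 100% = reference inhibitor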
Target sequence (P9WQA3 whole entry, looked up): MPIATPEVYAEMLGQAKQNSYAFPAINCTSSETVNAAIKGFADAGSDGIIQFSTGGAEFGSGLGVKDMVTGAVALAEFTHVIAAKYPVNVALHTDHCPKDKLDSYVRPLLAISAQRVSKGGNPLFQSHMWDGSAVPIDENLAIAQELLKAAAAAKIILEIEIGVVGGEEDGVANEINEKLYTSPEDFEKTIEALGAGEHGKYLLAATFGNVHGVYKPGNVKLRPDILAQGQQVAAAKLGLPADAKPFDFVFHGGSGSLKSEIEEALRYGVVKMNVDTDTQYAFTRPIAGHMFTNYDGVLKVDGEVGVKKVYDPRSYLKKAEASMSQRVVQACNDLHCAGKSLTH
UGM FP inh – Mtb UDP-galactopyranose mutase inhibition | P9WIQ1 | purified UGM, fluorescence polarization probe displacement | inhibition, % at 10 µM | 320,000 tested, 0.06% active | AID 504406; in the data active = inhibition above about 10%, passing the limit was not always enough; inconclusive = no clear call, values can overlap the other calls
Target sequence (P9WIQ1 whole entry, looked up): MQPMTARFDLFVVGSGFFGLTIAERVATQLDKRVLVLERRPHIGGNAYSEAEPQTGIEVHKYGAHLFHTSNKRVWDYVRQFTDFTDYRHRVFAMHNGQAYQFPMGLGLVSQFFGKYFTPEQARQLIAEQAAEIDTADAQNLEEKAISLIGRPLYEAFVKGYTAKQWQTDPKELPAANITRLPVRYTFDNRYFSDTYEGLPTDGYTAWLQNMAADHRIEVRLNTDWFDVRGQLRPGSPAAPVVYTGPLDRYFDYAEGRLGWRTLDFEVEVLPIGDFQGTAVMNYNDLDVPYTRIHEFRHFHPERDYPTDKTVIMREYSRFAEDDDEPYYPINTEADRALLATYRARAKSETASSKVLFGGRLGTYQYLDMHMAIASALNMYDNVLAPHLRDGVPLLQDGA
BioA inh – inhibitors of Mycobacterium tuberculosis BioA enzyme; purified M. tuberculosis BioA enzyme, plate reader; 360,000 tested, 0.096% active; inhibition, % at 9.99 µM; in the data active = inhibition above about 40%; inconclusive = no clear call, values can overlap the other calls
GDH-TPI inh – inhibits GDH-TPI coupling enzymes, artifact for Mtb FBA screen. inhibition, % at 4.8 µM. 360,000 tested, 1.2% active. GDH-TPI coupled enzyme counterscreen, NADH absorbance; in the data active = inhibition above about 30%;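 note: 0% = DMSO wells and 100% = wells lacking the enzyme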
Anthrax LF inh2 – blocks Bacillus anthracis lethal factor protease | inhibition, % at 10 µM | 360,000 tested, 0.12% active | P15917 | multiplex microsphere protease cleavage assay, LF; note: plate controls were buffer without enzyme for full effect and enzyme alone for no effect
PfHsp40 rescue – restores yeast growth despite PfHsp40 toxicity; growth rescue, % at 12.5 µM; 340,000 tested, 0.68% active; S. cerevisiae expressing PfHsp40, growth rescue, ATP luminescence; AID 504582; in the data active = growth rescue above about 28%, passing the limit was not always enough; inconclusive = no clear call, values can overlap the other calls;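 note: yeast W303a lacking pdr1 and pdr3 grown in galactose medium; growth measured after three days at 30 °C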
* marks the source's active call; other numbers are inactive results; ? = inconclusive; / = not tested or not shown; & = joins results of further samples. Cut-off read from the data, not from the text of the source, unless noted: active = inhibition above about 30%; inconclusive = no clear call, values can overlap the other calls; inactive = below that.

Second line of a record: FadD28 binding, BoNT-F LC inh, BoNT A protease, Mtb FBA inh, UGM FP inh, BioA inh, GDH-TPI inh, Anthrax LF inh2, PfHsp40 rescue
O=C(CSc1nnc(-c2ccco2)n1-c1ccccc1)NCc1ccc2c(c1)OCO2
  -2.9, 0, 0.0, 1, 3.0, /, 16, -3, -0.6
Cn1c(SCC(=O)NCCc2ccccc2)nnc1-c1ccncc1
  -3.6, 12, 1.4, 0, -0.5, /, -7, -2, -1.8
CCO[C@H]1OC(C(=O)N2CCN(Cc3ccc4c(c3)OCO4)CC2)=C[C@@H](c2ccc(C(F)(F)F)cc2)[C@@H]1CCCO
  -4.0, 1, -1.1, 0, -2.6, 1.3&0.6, 3, 2, -0.3
CCOc1cc(/C=N/NC(=O)Nc2ccccc2)ccc1O
  1.0, -3, -0.2, 8, -1.1, /, 11, 0, -0.6
CC(=O)C[C@H](O)CC(=O)[C@H]1OC(=O)CCCCCc2ccccc21
  1.8, -2, -0.2, -2, -1.2, 0.7, 6, 1, -1.4
C=CCn1c(-c2cccn(Cc3cccc(Cl)c3)c2=O)n[nH]c1=S
  -1.8, -7, -0.4, 3, 3.9, 2.0, 9, 4, 0.4
Nc1cccc(-c2cncc(N3CCN(Cc4ccccn4)CC3)n2)c1
  -0.2, -5, 0.3, -1, /, 0.4, 13, -3, /
CC(C)(C)n1ncc2c(=O)n(CC(=O)N3CCCCCC3)cnc21
  0.7, /, /, 0, 0.5, -3.2, 15, /, -0.2
Cc1ccc(NC(=S)Nc2ccc(Cl)c(Cl)c2)c(OC(F)F)c1
  -4.4, -11, -1.6, -3, -1.4, /, -1, 0, 0.6
COC(=O)C1C2C=CC3(CN(CCc4ccccc4)C(=O)C13)O2 (configuration not stated)
  1.0, -84, -6.7, 1, -1.9, 0.2, 16, 1, 2.6
Cn1c(CNC(=O)C(Cc2ccccc2)NC(=O)c2cccc(F)c2)cc(=O)n(C)c1=O (configuration not stated)
  -3.6, -4, -2.2, 0, -0.1, 1.1, 4, -2, 0.5
Cc1ccc(S(=O)(=O)N2CC3CCCC2C3)cc1 (configuration not stated)
  0.4, -4, 0.7, -3, 2.7, 0.3, -5, -3, -0.7
CCOc1ccc(OCC)c(NC(=O)CN2CCN(C(=O)c3ccco3)CC2)c1
  -3.1, -32, -1.3, 2, -0.6, 2.7, -3, -3, 0.2
Cc1c(C(=O)Nc2c(N)nc(SCC(=O)NCC3CCCO3)[nH]c2=O)cccc1[N+](=O)[O-] (configuration not stated)
  -4.0, 1, 0.4, 0, -0.3, -1.9, 2, 0, 2.0
CSc1ncccc1C(=O)NCCc1ccc(S(N)(=O)=O)cc1
  -1.5, -10, -1.1, -3, 2.7, -0.6, 2, -1, 1.9
CC1CN(C(=O)c2ccccc2OCc2ccc(Cl)cc2Cl)CC(C)O1 (configuration not stated)
  -1.6, 13, 0.3, 0, -0.9, 0.2, 8, 1, 2.5
CCCNC(=O)OCCC12CC3CC(CC(C3)C1)C2
  -3.9, 1, -0.4, 0, 3.7, -0.1, 14, -2, 0.9
Cc1nnc(NC(=O)c2nc(S(=O)(=O)Cc3ccccc3)ncc2Cl)s1
  -3.3, 3, 0.8, 1, -1.1, 0.6, 11, -4, 0.0
COc1ccc(OC)c(S(=O)(=O)NCCC2=CCCCC2)c1
  -2.3, -11, -0.2, -1, -3.8, 0.9, 1, -2, 4.2
CC(C)(Oc1ccc(Cl)cc1)C(=O)OCC(=O)N1CCN(c2ccccc2)CC1
  -5.3, 0, 0.7, 0, -0.1, -0.2, -4, ?, 3.3
O=C(CCCSc1nc(-c2ccco2)cc(C(F)(F)F)n1)Nc1ccc2c(c1)OCO2
  0.3, -2, -0.1, 0, 2.8, 5.1, 15, -1, 23
COc1ccc(C2C(C#N)=C(N)N(c3sc4c(c3C#N)CCCC4)C3=C2C(=O)CC(C)(C)C3)cc1 (configuration not stated)
  1.4, -5, 0.1, 9, -3.8, -2.0, 8, -9, -0.5
COc1ccc(CNC(=O)c2ccc(CS(=O)(=O)c3ccccc3C)o2)cc1
  0.0, -6, 1.4, 1, 2.2, 0.7, 0, 0, -0.8
Cc1ccc(-c2csc(NC(=O)c3cccc([N+](=O)[O-])c3C(=O)O)n2)cc1
  -4.1, -1, 0.3, -4, 3.3, -0.2, -3, 0, -0.3
COc1ccc(OCC(=O)OCC(=O)NCc2ccc(F)cc2)cc1
  -0.5, -5, 0.0, -1, 0.6, /, 3, 0, -0.6
COc1cc(C2C(C(C)=O)=C(O)C(=O)N2c2ccc(Br)cn2)ccc1O (configuration not stated)
  2.3, /, /, 2, 4.7, 4.5, 16, /, -0.1
CCOC(=O)c1c(NC(=O)Cn2nc(C(=O)O)c3ccccc3c2=O)sc(C)c1C
  0.0, -5, -0.6, 5, 0.1, -0.5, 0, 2, -0.1
O=c1[nH]cnc2cc(-c3ccccc3)sc12
  -0.4, 9, 1.2, 2, -2.5, 1.0, 10, 3, 0.3
COc1cc([N+](=O)[O-])ccc1NC(=O)COC(=O)c1n[nH]c2ccccc12
  -0.3, -2, 1.3, -1, 0.0, /, 12, -1, 0.5
CCN(CC)S(=O)(=O)c1cccc(NC(=S)NC(=O)/C=C/c2ccc(S(=O)(=O)N3CCOCC3)cc2)c1
  -0.2, -24, -1.3, -2, 3.2, /, 9, 0, -0.4

3 compounds out of the list, sorted by molar mass, rising.
Second line of a record: FadD28 binding, BoNT-F LC inh, BoNT A protease, Mtb FBA inh, UGM FP inh, BioA inh, GDH-TPI inh, Anthrax LF inh2, PfHsp40 rescue
COC(=O)C1C2C=CC3(CN(CCc4ccccc4)C(=O)C13)O2 (configuration not stated)
  1.0, -84, -6.7, 1, -1.9, 0.2, 16, 1, 2.6
COc1cc([N+](=O)[O-])ccc1NC(=O)COC(=O)c1n[nH]c2ccccc12
  -0.3, -2, 1.3, -1, 0.0, /, 12, -1, 0.5
CC(C)(Oc1ccc(Cl)cc1)C(=O)OCC(=O)N1CCN(c2ccccc2)CC1
  -5.3, 0, 0.7, 0, -0.1, -0.2, -4, ?, 3.3

The results go on:
Second line of a record: FadD28 binding, BoNT-F LC inh, BoNT A protease, Mtb FBA inh, UGM FP inh, BioA inh, GDH-TPI inh, Anthrax LF inh2, PfHsp40 rescue
CCCc1nc2oc3c(NCCCN(C)C)ncnc3c2c2c1CCCC2
  -8.6, /, /, 61*, -0.3, 6.6, 10, /, 0.1
CCOc1ccc(C(CC(=O)O)NC(=O)c2cccs2)cc1OC (configuration not stated)
  -1.7, -8, -1.4, -3, -1.3, /, 2, 2, -0.9
COc1cnc(SC)nc1Nc1ccc(C#N)cc1
  -0.7, 6, 2.7, 2, -0.5, 0.8, 19, 2, 2.7
Cc1ccc(S(=O)(=O)c2c(C)nn(C(C)(C)C)c2OC(=O)c2ccc(Br)o2)cc1
  -1.5, -3, 0.1, -1, -1.4, /, 5, -1, 0.6
CSc1nsc(SC)c1C(=O)N1CCN(S(=O)(=O)c2ccc(C)cc2)C1C (configuration not stated)
  -3.9, 4, 0.1, 3, 0.9, -0.4, 11, 0, -1.3
O=C(Nc1ccc2c(c1)OCCO2)c1cccnc1
  -1.5, -47, -0.9, -2, -0.6, 22, 7, -1, 0.0
O=S(=O)(N=S(N1CCCCC1)N1CCCCC1)c1ccccc1
  -4.9, 2, ?, -1, -2.4, -2.8, -5, 1, 0.7
Cc1onc(-c2c(F)cccc2Cl)c1C(=O)NNC(=O)C1CCN(Cc2ccccc2)CC1
  -3.7, -6, -0.2, -2, 2.9, /, -6, 0, 0.7
CC(=O)c1cnn(-c2cc(Oc3ccccc3C)ncn2)c1C
  -3.0, -3, -0.6, 5, -1.0, -0.9, 7, -8, -0.4
CC(=O)c1ccn(S(=O)(=O)c2ccccc2)c1
  -1.7, 0, 0.5, 2, -3.5, -7.6, 4, 0, 0.0
O=C1NCCNC(=O)c2ccccc2OCCOc2ccccc21
  0.4, -1, 0.4, 2, 3.3, /, 11, 3, -0.1
CCOC(=O)c1c(-c2ccc(C)o2)csc1NC(=O)COC(=O)c1ccc(NC(N)=O)cc1
  -6.9, -1, -0.2, 1, 1.3, 3.0, 3, -1, 6.3
COc1ccc(C2=NN(C(=O)CCC(=O)O)C(c3ccc(F)cc3)C2)cc1 (configuration not stated)
  -1.9, 26, -0.8, 9, 2.0, 2.2, 5, 1, 2.8
O=C(Cc1ccc(F)cc1)NC1CCCCCC1
  -1.0, 14, 3.5, 8, 0.2, 0.1, 0, 2, 0.8
CC1=C(C(=O)N(C)Cc2ccccc2)C2(CCC(C)CC2)OC1=O (configuration not stated)
  -2.0, -5, -0.8, -3, -1.3, 0.7, 7, -12, -0.4
C=CCn1c(=NC(=O)c2cccs2)sc2cc(NC(C)=O)ccc21
  -2.5, -3, -0.3, 6, -1.9, -3.5, 32*, 2, 0.6
CC1CC(C)CN(C(=O)COC(=O)c2ccc3c(c2)OCO3)C1 (configuration not stated)
  -1.1, -8, 0.1, 5, 1.6, -0.4, 3, 1, -2.1
Cc1cc(C)c(S(=O)(=O)Nc2ccc(N(C)C)cc2)c(C)c1-n1cnnn1
  -1.0, -4, -2.4, -1, 1.3, 4.2, -10, -1, 0.9
CC(C)CCOC(=O)c1c(N)n(CC2CCCO2)c2nc3ccccc3nc12 (configuration not stated)
  -2.2, -22, 6.8, 149*, -1.1, -0.3, 21, -1, 8.7
O=C(CN1CCCCC1)n1c2ccccc2c2ccccc21
  -3.3, ?, -1.4, -1, -1.4, 1.9, 16, 3, 0.1
CCCCOc1ccccc1/C=N/NC(=O)CC#N
  -3.5, -7, -1.7, 1, 3.7, /, 2, 0, -1.0
COCCN(C(=O)c1cc(-c2ccco2)nc2ccccc12)c1c(N)n(Cc2ccccc2)c(=O)[nH]c1=O
  -2.8, -3, -0.2, 1, 0.5, -1.1, 21, -4, 20
CCN(CC)CCNC(=O)c1ccc(NC(=O)COc2ccccc2F)cc1
  0.3, -2, 0.3, 6, 0.7, /, 1, 0, 0.8
Cc1ccc(OCC(=O)c2cc(C)c(C)cc2C)c([N+](=O)[O-])n1
  -3.1, -4, 0.0, -2, 1.4, /, 1, -2, -1.5
O=C(c1cc(-c2ccccc2)on1)N1CCN(c2ccccc2)CC1
  -2.7, -5, -2.8, -1, 0.6, 1.3, 1, -2, 0.2
COc1cc(N)ccc1C(=O)O
  -2.6, /, /, 2, 0.2, -0.7, 0, /, -0.9
O=S(=O)(c1ccc(NC(=S)N/N=C/c2ccc(N3CCOCC3)cc2)cc1)N1CCOCC1
  -1.7, -8, -0.4, -3, /, /, 20, -1, -1.1
CCCn1c(N)c(Br)c(=O)[nH]c1=O
  -0.1, -5, -1.6, 0, 2.0, -0.1, 6, 5, -1.8
Cc1ccc(Cl)c(OCC(=O)N2CCc3ccccc3C2)c1
  -0.5, 1, -3.3, 0, 4.6, 1.0, -7, -7, 1.3
O=C1C=C(Nc2ccccc2)c2ccccc2C1=O
  -0.4, -2, -1.0, -7, /, /, 8, -1, -2.7
Cc1cc(=O)oc2cc(OCC(=O)N3C[C@H]4C[C@@H](C3)c3cccc(=O)n3C4)c(Cl)cc12
  1.1, -5, -0.4, 8, -0.2, -1.2, 13, -3, 0.1

Screens: PubChem BioAssay, several laboratories
